# Arr AP2 block = inhibitors of human beta-arrestin and AP2 interaction | hit rate 0.31% among 340,000 | FITC-arrestin peptide / GST-AP2 beads, flow cytometry; AP2 beta2 appendage carries R879A mutation | inhibition, % at 10 µM;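 active = inhibition above a set limit, near 3 SD of compounds lacking own fluorescence, cut at about 54% in these data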;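 note: plate controls were DMSO wells for no effect and 5 µM unlabelled arrestin peptide for full effect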
#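 Measured by: flow cytometry, FL1 (488/535 nm); Material: AP2 appendage R879A on GSH beads; Evaluation: percent response; Timing: pre-incubation 12 min, peptide binding 1 h, room temperature; Also added: 50 nM FITC-arrestin peptide; Medium: PBS with 0.05% Tween 20 and 0.1% BSA.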
# PKA-R2B activ = activates the human PKA-R2B holoenzyme complex; PKA-R2B holoenzyme dissociation, Cy5-IP20 fluorescence polarization; R2B truncated from residue 108, S112A mutant; 0% DMSO only, 100% 113 µM cGMP; activation, % at 11.4 µM; hit rate 0.079% among 340,000; AID 504700;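 active = activation above a cutoff set at the mean over all compounds plus 3 SD, cut at about 18% in these data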;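 note: higher means more holoenzyme dissociation and a rise in polarization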
# Target sequence (P31323 whole entry, looked up, other chains not shown, the tested form may be a part): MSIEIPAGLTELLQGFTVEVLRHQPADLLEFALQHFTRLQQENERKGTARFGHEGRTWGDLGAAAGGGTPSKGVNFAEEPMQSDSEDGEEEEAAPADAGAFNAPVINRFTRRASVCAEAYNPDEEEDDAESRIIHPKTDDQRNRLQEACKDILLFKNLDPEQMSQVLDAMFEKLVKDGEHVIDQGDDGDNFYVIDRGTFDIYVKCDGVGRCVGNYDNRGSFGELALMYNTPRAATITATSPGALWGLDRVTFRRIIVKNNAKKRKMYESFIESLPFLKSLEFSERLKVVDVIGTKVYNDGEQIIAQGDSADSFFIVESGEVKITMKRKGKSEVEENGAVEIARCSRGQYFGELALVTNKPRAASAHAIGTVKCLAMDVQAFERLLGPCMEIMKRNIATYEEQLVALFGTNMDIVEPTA
# PvdQ acylase = P. aeruginosa PvdQ acylase inhibition; inhibition, % at 10 µM; purified PvdQ acylase, fluorescence plate reader; AID 488965; hit rate 0.063% among 340,000; in the data active = inhibition above about 30%, passing the limit was not always enough; inconclusive = no clear call, values can overlap the other calls;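 note: 0% = vehicle neutral wells and 100% = reference inhibitor wells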
# DAGLB inhibitor = diacylglycerol lipase beta (human) inhibition. Q8NCG7. HEK293T DAGLB membrane lysate, EnzChek fluorogenic substrate. inhibition, % at 5.17 µM. hit rate 0.059% among 340,000; in the data active = inhibition above about 34%;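 note: 0% = enzyme with vehicle and 100% = wells lacking enzyme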
# Cardiac RTF inh = cardiac RTF calcium desensitization; IANBD-labeled cardiac RTF, Ca2+ fluorescence; inhibition, % at 7.15 µM; hit rate 0.12% among 340,000;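 active = inhibition above the mean inhibition of all tested compounds plus 3 SD, cut at about 17% in these data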;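 note: assay run at fixed EC70 calcium of 1.6 mM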
# Keap1-Nrf2 PPI = disrupts human Keap1 binding to Nrf2 peptide; inhibition, % at 9.4 µM; hit rate 0.15% among 340,000; Keap1 Kelch-Nrf2 peptide fluorescence polarization, 1536-well; Q14145; in the data active = inhibition above about 12%; inconclusive = no clear call, values can overlap the other calls; inactive = below about 7.3%;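 note: human Keap1 Kelch domain with fluorescein labeled Nrf2 9mer peptide probe; 0% = neutral control wells and 100% = peptide positive control; higher means more block of Keap1 binding to Nrf2 peptide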
# Target sequence (Q14145 whole entry, looked up, the tested form may be a part): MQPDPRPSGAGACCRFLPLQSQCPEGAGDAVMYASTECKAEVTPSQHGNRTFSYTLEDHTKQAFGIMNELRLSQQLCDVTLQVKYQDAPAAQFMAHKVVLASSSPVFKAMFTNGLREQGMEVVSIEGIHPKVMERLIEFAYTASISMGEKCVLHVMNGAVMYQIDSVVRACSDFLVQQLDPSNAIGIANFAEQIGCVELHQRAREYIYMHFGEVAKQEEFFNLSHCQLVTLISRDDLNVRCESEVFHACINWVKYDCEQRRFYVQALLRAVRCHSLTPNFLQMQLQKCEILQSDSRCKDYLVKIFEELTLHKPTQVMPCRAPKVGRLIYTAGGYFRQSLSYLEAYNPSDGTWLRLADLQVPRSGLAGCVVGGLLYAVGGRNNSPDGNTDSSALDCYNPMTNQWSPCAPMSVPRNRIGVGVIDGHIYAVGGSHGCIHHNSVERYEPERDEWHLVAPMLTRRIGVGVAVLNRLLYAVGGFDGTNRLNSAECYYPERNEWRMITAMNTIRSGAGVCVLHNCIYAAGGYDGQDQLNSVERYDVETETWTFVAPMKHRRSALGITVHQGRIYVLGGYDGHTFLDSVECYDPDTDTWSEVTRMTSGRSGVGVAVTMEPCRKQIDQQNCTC
# LANA DNA inh = blocks KSHV LANA C-terminal domain binding to DNA. MBP-C-LANA/FAM-LBS DNA binding, fluorescence polarization. inhibition, % at 9 µM. hit rate 0.078% among 340,000. AID 504423;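 active = highest replicate inhibition at or above 60% at 9 µM, even if other replicates fall short; inactive = all replicates below 60% inhibition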;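 note: 0% = neutral control wells and 100% = 4 µM acridine orange control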
# SR-BI DiI-HDL act = SR-BI HDL lipid transfer activation; CHO ldlA[mSR-BI] cells, DiI-HDL uptake fluorescence, 3 h; 100 = double the neutral-control signal; activation, % at 12.5 µM; hit rate 0.096% among 320,000; AID 504775;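 active = mean replicate activation of at least 60% and every replicate at or above 60%; inconclusive = mean or all-replicate condition met, but not both; inactive = mean below 60% and not all replicates reaching 60%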;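 note: 0% = median plate neutral-control signal and 100% = twice that signal; values of inactives mirror those of a sister screen read the other way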
#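 Test system: SR-BI-overexpressing, LDLR-lacking CHO cells. Measured by: DiI fluorescence, bottom read. Medium: Ham's F12 with 0.5% BSA, HEPES 25 mM, pH 7.4. Timing: 3 h uptake period with compound, 37 °C.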
# SR-BI HDL uptake = inhibitors of mouse SR-BI mediated HDL lipid uptake. Q61009. ldlA[mSR-BI] CHO cells, DiI-HDL uptake fluorescence, 3 h. inhibition, % at 12.5 µM. hit rate 0.96% among 320,000. AID 488896;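 active = mean replicate inhibition of at least 70% and a set share of replicates each scoring 70 or more; inconclusive = meets just one of the two criteria; inactive = fails both criteria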;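 note: 0% = median of neutral control wells and 100% = median of positive control wells; values of inactives mirror those of a sister screen read the other way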
# NSD2 inh = NSD2 (human) methyltransferase inhibition; NSD2 peptide methylation, AlphaScreen, 120 min; inhibition, % at 12.5 µM; hit rate 0.54% among 310,000; AID 743445; in the data active = inhibition above about 50%
# * = called active by the depositor; ? = inconclusive; nt = not tested or not shown.
SMILES,Arr AP2 block,PKA-R2B activ,PvdQ acylase,DAGLB inhibitor,Cardiac RTF inh,Keap1-Nrf2 PPI,LANA DNA inh,SR-BI DiI-HDL act,SR-BI HDL uptake,NSD2 inh
CSc1nnc([C@@H](NC(=O)OC(C)(C)C)C(C)C)o1,-6.8,-2.2,-5.1,-1.7,6.5,2.1,0.0,6.2,-6.2,-2.4
COc1cc2c(cc1NC(=O)c1ccco1)CCCC2,0.6,-8.6,-2.1,-8.0,-1.9,-7.5,0.8,-49.9,49.9,-0.4
O=C(c1n[nH]c(=O)c2ccccc12)N1CCN(Cc2ccc3c(c2)OCO3)CC1,0.9,1.5,-3.3,3.9,8.8,-0.9,1.6,-0.9,0.9,-14.2
c1ccc(-c2c[n+]3c(n2-c2ccccc2)CCC3)cc1,5.1,0.9,-11.7,2.1,-1.9,3.8,0.1,-9.7,9.7,1.2
CCN(CC)C(=O)N1CCn2c(nc3ccccc32)C1,-6.9,-11.0,-0.6,0.1,-8.2,-5.5,0.2,19.6,-19.6,-2.1
CC(NC(=O)COC(=O)C1CCN(c2ccc(C(F)(F)F)cn2)CC1)c1ccc(F)cc1 (centres undefined),-23.0,-5.3,-10.4,-1.4,-7.1,-1.7,-0.4,-5.0,5.0,-1.1
Cc1cc(C)c2c(=O)[nH]c(SCc3ccccc3)nc2n1,6.4,-7.1,-3.6,0.1,-2.6,2.0,0.4,19.1,-19.1,2.4
CCOC(=O)c1c(C)[nH]c(C(=O)NNC(=O)c2ccc(C(C)(C)C)cc2)c1C,-0.3,-12.5,-23.0,-3.7,-4.4,-5.4,0.0,-2.9,2.9,-1.0
CC(C)N1CCC(N2CCN(CCCn3cccn3)CC2CCO)CC1 (centres undefined),-2.4,7.9,-9.5,0.0,3.9,-3.6,2.1,4.5,-4.5,-1.7
COc1ccc2ccccc2c1CNc1nnnn1C,-26.5,-6.5,-1.9,-2.5,-6.3,-0.9,-0.3,-13.2,13.2,3.5
CCOC(=O)N1CCN(C(=O)Cn2ncc3c2-c2ccccc2OC3)CC1,2.3,2.3,8.6,-4.1,-4.3,0.3,-0.2,13.7,-13.7,nt
Cc1cc(C)n(Cc2ccc(C(=O)NCCC3=CCCCC3)o2)n1,25.3,0.5,-3.1,-2.4,-2.4,1.4,-2.5,-21.6,21.6,-1.6
Cc1nnc(SCC(=O)N2CCC(C(=O)Nc3nccs3)CC2)n1Cc1ccccc1,-14.0,4.1,-14.1,-0.4,-6.1,-7.3,-0.1,-8.7,8.7,-7.0
COc1ccc(-c2nnc(SC(C)C(=O)NCc3ccc4c(c3)OCO4)n2Cc2ccco2)cc1 (centres undefined),-6.5,-18.8,-12.5,0.6,-13.5,-10.2,1.3,-5.5,5.5,2.8
O=C(C[C@H]1C/C=C/CC[C@@H](Cc2ccc(F)cc2)C(=O)OC[C@H](c2ccccc2)NC1=O)NCCO,27.7,-6.7,3.9,-2.2,2.4,1.6,-0.1,12.9,-12.9,nt
COc1ccc(NC(=O)c2ccc(NCCN3C(=O)CCC3=O)c([N+](=O)[O-])c2)cc1,1.8,-4.7,-5.6,5.3,-24.9,-1.9,-1.3,-26.1,26.1,-2.4
CC1CN(C(=O)c2ccc(N3CCCCC3)c([N+](=O)[O-])c2)CC(C)O1 (centres undefined),-1.3,-14.1,-10.4,2.8,1.1,2.1,0.9,2.6,-2.6,-1.5
Cc1nc(S(=O)(=O)c2ccc(Cl)cc2)c(NCc2ccccc2)o1,5.1,-4.0,-17.7,-1.0,0.7,-10.3,0.8,10.3,-10.3,nt
COc1ccc(/C=C/C(=O)Nc2nc(C)c(C(=O)N(C)C)s2)cc1,-21.2,-8.4,-6.5,-3.1,8.4,-2.4,0.9,9.4,-9.4,1.0
CC(=O)N1CCN(C(=O)c2c(-c3ccccc3)noc2C)CC1,15.3,-8.1,-0.6,0.9,-3.0,-2.1,0.4,-5.7,5.7,5.1
c1ccc(-c2nnc(CN3CCCCC3)o2)cc1,14.1,0.3,-11.5,3.3,-5.1,1.6,-2.3,18.4,-18.4,2.2
c1ccc2c(c1)nc1n2C2(N3CCOCC3)CCCC2C1N1CCOCC1 (centres undefined),15.0,6.3,-3.5,-2.4,-9.2,-3.0,-0.1,9.8,-9.8,3.8
O=C(NCC1COc2ccccc2O1)C1CCN(S(=O)(=O)c2cccc3nsnc23)CC1 (centres undefined),-0.6,-5.9,-8.1,-2.0,-8.1,-1.0,0.4,-2.2,2.2,-2.5
CCc1cc2c(-c3ccccc3)cc(=O)oc2cc1OC(C)C(C)=O (centres undefined),5.9,-2.8,-14.2,-2.8,-4.1,-2.6,1.4,-37.6,37.6,-6.0
CC(C)NCC(O)c1ccc(NS(C)(=O)=O)cc1 (centres undefined),-0.9,10.9,0.7,1.1,6.3,3.1,2.9,13.2,-13.2,nt
Cc1ccccc1Cn1cnc2c(NS(C)(=O)=O)c(C)c(C)cc21,15.5,-0.3,-1.7,-1.3,1.6,0.2,1.0,-23.0,23.0,3.2
Cn1cc(CC(=O)NC2CCCCC2)c2ccccc21,-4.2,-2.6,-17.6,1.0,1.0,-3.0,-2.3,26.3,-26.3,2.7
CCOc1ccccc1C(=O)Nc1cccc2cccnc12,39.6,-3.8,6.3,-5.2,4.6,-2.9,0.4,-28.0,28.0,-7.2
CN(Cc1cccc(Cl)c1Cl)C(=O)c1ccccc1SCC(=O)N1CCCC1,7.5,4.7,-27.5,2.3,-3.1,-4.3,0.3,-29.1,29.1,2.1
CN1CCCN(C(=O)CNC(=O)c2ccccc2Br)CC1,-2.1,-2.1,7.7,-0.8,-8.2,1.0,1.6,25.5,-25.5,7.7
CCOC(=O)CC(=O)CSc1nc2c(c(C)c1C#N)CCC2,-10.9,-3.5,-14.6,1.8,-1.8,4.6,2.5,-0.4,0.4,20.0
CSc1ccc(CNC(=O)C2Cc3cc(S(=O)(=O)N4CCCC4)ccc3N2C(C)=O)cc1 (centres undefined),-3.7,1.1,-6.5,1.0,-6.2,-0.2,0.0,-11.4,11.4,-2.8
Oc1ccc(-c2nnc(-c3ccc(O)cc3)nn2)cc1,-5.9,-6.9,-11.7,14.2,-11.1,3.8,0.3,28.5,-28.5,1.5
Cc1ccccc1C(=O)Nc1ccccc1,-2.5,-8.7,-12.7,-0.4,-11.7,2.3,1.1,4.4,-4.4,-1.9
O=C1c2oc3ccccc3c(=O)c2C(c2cccc(F)c2)N1CCCO (centres undefined),49.9,-1.1,-0.5,0.1,-9.2,1.7,8.4,?,-60.3,0.9
N#CC(c1ccccc1)c1ccc(=O)[nH]n1 (centres undefined),33.4,-1.4,9.5,-1.2,-2.3,3.0,-0.1,34.4,-34.4,-0.3
CNC(=O)COC(=O)c1cc(F)c(F)cc1Cl,0.4,-6.1,-11.4,1.3,-4.1,-4.9,0.7,-22.8,22.8,-2.4
Cc1ccccc1-c1noc(-c2ccccc2F)n1,-12.3,-5.1,-10.2,-23.8,-6.5,-0.5,0.8,11.1,-11.1,-3.2
Clc1ccc(-c2ccc(CN3CCCCC3)o2)cc1,0.4,-2.6,-3.8,-2.5,-3.2,0.0,2.3,0.7,-0.7,20.8
COc1ccc(C(=O)NC2CCN(CC(=O)NCc3ccccc3F)CC2)cc1,7.0,-5.5,-6.8,-2.7,1.4,-3.9,0.4,nt,nt,-1.4
COc1ccc(NC(=O)CCCSc2ccccc2)cc1S(N)(=O)=O,-0.7,10.5,-13.0,-2.3,-7.9,-0.7,-0.3,6.3,-6.3,-0.1
CCOc1cc(/C=N/Nc2cc(C)nc(-n3nc(C)cc3C)n2)ccc1O,-0.3,-0.7,-15.6,10.9,-16.3,-0.2,-0.5,nt,nt,nt
Cc1ccc(C)c(Cn2nc3c4ccccc4n(Cc4ccccc4)cc-3c2=O)c1,4.3,6.7,-8.2,6.9,1.4,1.1,-1.5,-24.0,24.0,-0.7
CCCCn1c(=N)n(CC(=O)c2ccc(Br)s2)c2ccccc21,-0.9,-7.1,-14.0,4.3,2.2,-2.3,0.2,nt,nt,-4.6
CCCOP(=O)(c1ccc(N(C)C)cc1)C(O)c1ccc(Cl)cc1 (centres undefined),35.5,-5.3,1.2,1.4,-5.6,-4.6,-1.2,-1.0,1.0,-0.3
COc1ccc(CCNCC(O)Cn2c3ccccc3c3ccccc32)cc1OC (centres undefined),57.6*,-4.7,12.7,1.4,1.4,0.0,-2.5,-6.6,6.6,13.6
CCCc1[nH]nc2c1C(c1ccccc1OCC)C(C#N)=C(N)O2 (centres undefined),9.5,-8.2,-4.8,1.1,5.1,-4.8,-0.7,-15.4,15.4,12.8
O=C(CSc1nnc(-c2ccncc2)o1)Nc1cc(F)ccc1F,-13.8,0.7,-3.7,0.3,2.4,-4.0,-1.5,-6.8,6.8,nt
CN(C(=O)COC(=O)c1cc(=O)[nH]c2ccccc12)c1ccccc1,-1.6,-11.8,25.3,-2.1,-6.3,-5.0,1.2,-10.2,10.2,-1.8
CCn1c(C)cc(/C=C2/NC(=O)N(c3ccccc3)C2=O)c1C,13.9,-15.2,4.0,10.7,7.4,1.4,-0.6,-42.9,42.9,2.8
# (cont.)
SMILES,Arr AP2 block,PKA-R2B activ,PvdQ acylase,DAGLB inhibitor,Cardiac RTF inh,Keap1-Nrf2 PPI,LANA DNA inh,SR-BI DiI-HDL act,SR-BI HDL uptake,NSD2 inh
CCC(C)c1ccccc1NC(=O)COC(=O)CCc1cc(OC)c(OC)c(OC)c1 (centres undefined),-8.6,-2.6,-12.2,-2.0,11.8,-4.2,2.6,6.2,-6.2,-2.0
O=C(Nc1cccc2oc(=O)ccc12)c1ccc([N+](=O)[O-])cc1[N+](=O)[O-],6.3,5.9,2.5,-2.4,10.5,-0.5,-1.2,-6.1,6.1,1.9
CC1CCN(CCC(=O)Nc2ccc(F)c(F)c2)CC1,7.5,-2.0,-8.3,-2.5,-10.3,-1.1,-0.6,28.7,-28.7,-0.1
S=C(Nc1ccccc1)Nc1ccc2ccccc2c1,10.9,1.7,-8.4,-1.8,-1.8,-0.7,0.0,-9.1,9.1,1.3

# Whole records, quoted from the list. Values in the order: Arr AP2 block, PKA-R2B activ, PvdQ acylase, DAGLB inhibitor, Cardiac RTF inh, Keap1-Nrf2 PPI, LANA DNA inh, SR-BI DiI-HDL act, SR-BI HDL uptake, NSD2 inh
# Listed for `CCC(C)c1ccccc1NC(=O)COC(=O)CCc1cc(OC)c(OC)c(OC)c1` (centres undefined) → -8.6, -2.6, -12.2, -2.0, 11.8, -4.2, 2.6, 6.2, -6.2, -2.0
# Listed for `CC1CCN(CCC(=O)Nc2ccc(F)c(F)c2)CC1` → 7.5, -2.0, -8.3, -2.5, -10.3, -1.1, -0.6, 28.7, -28.7, -0.1
# Listed for `O=C(Nc1cccc2oc(=O)ccc12)c1ccc([N+](=O)[O-])cc1[N+](=O)[O-]` → 6.3, 5.9, 2.5, -2.4, 10.5, -0.5, -1.2, -6.1, 6.1, 1.9
